Redox H2O2 prof = compounds producing H2O2 with reducing agent – biochemical, NIH compound library profiling, artefact control for MLSCN library redox annotation, primary screen | DTT-dependent redox cycling H2O2, phenol red/HRP absorbance; 100% = 100 µM peroxide control, 0% = buffer | activation, % at 10 µM | 0.03% of 200,000 active | AID 878;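 active means activation of at least 50% relative to the plate's high and low controls in the primary single-dose screen; inactive means activation below 50%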;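 further: compound incubated with DTT at 0.8 mM final as the reducing agent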
TR-FRET SRC-2 ct = counter-screen for PPARgamma SRC-2 recruitment agonists: TR-FRET artefact; 0.4% of 200,000 active; active compounds read high; AID 1049; TR-FRET ratio at 8 µM; in the data active means TR-FRET ratio above about 2000; further: inactives centre near 1500; reference of the scale not given here
bIAP inh = intestinal alkaline phosphatase (bovine) inhibition; inhibition, % at 20 µM; 190,000 tested, under 10 active; AID 1019; purified bovine IAP, CDP-star luminescence, 30 min;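 active means over 50% inhibition of intestinal alkaline phosphatase at 20 µM in the single-dose screen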
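Assay system: bovine IAP enzyme; medium: DEA buffer 100 mM, pH 9.8, with MgCl2 1.0 mM, ZnCl2 0.02 mM; doses: 20 µM single dose; incubation: enzyme reaction for 30 min at room temperature; detection: CDP-star luminescence signal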
PPARg SRC-3 ag = PPARgamma-driven SRC-3 recruitment agonism | activation, % at 8 µM | AID 731 | P37231 | biochemical PPARgamma/SRC-3 coactivator recruitment assay | 0.26% of 200,000 active; in the data active means activation above about 23%;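 further: 0% = DMSO and 100% = reference agonist; some compounds past the cut are filed as inactive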
Target sequence (P37231 whole entry, looked up): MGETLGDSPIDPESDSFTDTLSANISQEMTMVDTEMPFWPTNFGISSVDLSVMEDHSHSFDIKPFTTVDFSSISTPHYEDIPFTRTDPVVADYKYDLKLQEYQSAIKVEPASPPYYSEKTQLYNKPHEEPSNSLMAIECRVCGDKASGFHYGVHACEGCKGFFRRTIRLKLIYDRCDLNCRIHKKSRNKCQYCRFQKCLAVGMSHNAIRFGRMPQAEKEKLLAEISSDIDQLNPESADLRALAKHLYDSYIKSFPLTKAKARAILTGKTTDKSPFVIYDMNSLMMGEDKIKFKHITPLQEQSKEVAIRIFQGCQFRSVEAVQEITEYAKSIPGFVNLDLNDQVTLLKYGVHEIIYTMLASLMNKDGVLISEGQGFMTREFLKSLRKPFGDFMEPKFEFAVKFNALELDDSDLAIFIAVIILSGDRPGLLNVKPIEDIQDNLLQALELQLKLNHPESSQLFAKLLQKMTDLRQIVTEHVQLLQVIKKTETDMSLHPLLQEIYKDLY
TLR4-MyD88 BLA = blocks binding of human TLR4 to MyD88; O00206+Q99836; HeLa CL3-4 TLR4/MyD88 BLA complementation, FRET ratio; inhibition, % at 8.4 µM; 0.18% of 200,000 active; in the data active means inhibition above about 25%;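 further: 0% = vehicle and 100% = reference inhibitor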
ROMK primary = modulators of human ROMK potassium channel. 2% of 130,000 active. AID 1918. Tet-inducible ROMK, thallium flux fluorescence; actives lie on both sides. B-score at 10 µM;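 active means signal ratio slope over the read window, or its plate-corrected B-score, at least 3 SD from the plate mean, either direction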;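 further: B-score of the F/F0 ratio slope over 7 to 12 s after thallium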
Target sequence (P48048 whole entry, looked up): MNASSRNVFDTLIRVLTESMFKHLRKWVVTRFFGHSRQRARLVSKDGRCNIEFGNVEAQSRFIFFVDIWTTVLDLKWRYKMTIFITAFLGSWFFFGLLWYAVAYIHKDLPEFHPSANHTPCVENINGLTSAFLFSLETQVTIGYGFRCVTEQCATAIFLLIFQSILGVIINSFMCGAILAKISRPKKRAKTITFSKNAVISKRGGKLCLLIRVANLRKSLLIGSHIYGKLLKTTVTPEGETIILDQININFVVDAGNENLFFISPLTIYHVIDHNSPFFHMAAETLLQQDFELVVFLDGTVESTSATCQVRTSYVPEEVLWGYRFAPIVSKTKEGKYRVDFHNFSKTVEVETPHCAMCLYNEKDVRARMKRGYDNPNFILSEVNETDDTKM
bIAP act = increases bovine intestinal alkaline phosphatase activity; purified bovine IAP, CDP-star luminescence, 30 min; active compounds read high; fold of DMSO-control signal, blank-subtracted; activation factor at 20 µM; 0.17% of 200,000 active;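 active means activation factor of 2 or more at 20 µM, a signal rise over negative controls twice the positive control's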
PPARg SRC-2 ag = agonists of SRC-2 recruitment by human PPARgamma. 0.34% of 200,000 active. activation, % at 8 µM. AID 1032. PPARgamma LBD-SRC-2 recruitment, biochemical; in the data active means activation above about 22%;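 further: 0% = vehicle and 100% = reference agonist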
S1P3 antag = antagonists of human S1P3 receptor; AID 485; 0.27% of 170,000 active; Q99500; inhibition, % at 4.98 µM; CHO S1P3 NFAT-BLA reporter, FRET fluorescence, antagonist mode;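 active means inhibition above the plate cutoff, the mean inhibition of test wells on that plate plus 3 SD, cut at about 28% in these data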;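 further: cells challenged with S1P at its EC80 of 0.8 µM; blue over green emission ratio from cleaved BLA substrate after 4 h stimulation; 0% = S1P-stimulated wells and 100% = unstimulated DMSO-only wells; some compounds past the cut are filed as inactive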
L major viab = reduces viability of Leishmania major promastigotes. resazurin fluorescence viability. inhibition, % at 10 µM. 9% of 200,000 active. AID 1063; in the data active means inhibition above about 50%;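 further: promastigotes grown with compound for 44 hours at 28 °C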
PPARg SRC1 recr = agonists of human PPARgamma SRC-1 coactivator recruitment; P37231; 0.41% of 200,000 active; PPARgamma-SRC-1 coactivator recruitment biochemical assay; activation, % at 8 µM; in the data active means activation above about 19%;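 further: 0% = DMSO and 100% = reference agonist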
The depositor's hits bear a star; . = no result given. The order is random (roughly 11% active in at least one column).

SMILES	Redox H2O2 prof	TR-FRET SRC-2 ct	bIAP inh	PPARg SRC-3 ag	TLR4-MyD88 BLA	ROMK primary	bIAP act	PPARg SRC-2 ag	S1P3 antag	L major viab	PPARg SRC1 recr
COc1ccccc1C(=O)Nc1ccc(S(=O)(=O)Nc2cc(C)nc(C)n2)cc1	0.1	1512	4	2	1	2.6	1	3	.	-8	-4
CCN(CC)CCCN1C(=O)c2oc3ccccc3c(=O)c2C1c1cccc(OC)c1OC (stereo not drawn)	-0.2	1405	-1	-6	6	-0.83	1	-1	-46	10	2
Cc1cccc(N(C(=O)c2ccc(Cl)cc2)C2CS(=O)(=O)CC2OC(=O)c2ccc(Cl)cc2)c1 (stereo not drawn)	-4.4	1418	-1	5	-1	.	1	7	.	22	7
Cc1ccc(C=Nc2ccccc2C(N)=O)s1	0.7	1658	10	6	-6	.	0.9	2	6	-4	-3
COc1cc(/C=N/Nc2ccc(C(F)(F)F)cn2)ccc1O	-0.8	1585	-9	-2	-7	0.55	1.1	3	6	4	8
Cc1ccc2cccnc2c1NC(=S)NC(=O)c1ccccc1	1.5	1625	-20	-1	-6	.	1.2	2	.	8	2
COc1cc(C(=O)NCCC(=O)NC(C)C)cc(OC)c1OC	0.1	1315	-12	1	-23	0.44	1.1	0	-19	7	-7
Cc1cccc(N2CCN(S(=O)(=O)c3ccc4c(c3)CCN4C(=O)CCC(=O)O)CC2C)c1 (stereo not drawn)	-1.6	1638	0	0	-3	.	1	-1	.	-6	-1
CN1C=CC2=C(C#N)C(N)C(C#N)(C#N)C(c3ccccc3)C2C1 (stereo not drawn)	3.9	1427	4	-6	-15	.	1	-1	.	12	-4
CCOC(=O)c1c(NC(=O)CS(=O)(=O)c2cn(CC)c3ccccc23)sc2c1CCCC2	1.3	1560	10	-3	4	-0.012	0.9	6	-18	4	-1
CCN1C(=O)[C@H]2[C@H]3[C@H](O)[C@H](O)C/C(=N\OC[C@@H](C)[C@H](OCc4ccccc4)C(C)C)[C@@H]3CC[C@H]2C1=O	-0.3	1493	-2	-2	-4	-1.4	1	7	14	1	-6
CC1CCCC(C)N1C(=O)c1cc2ncc(CCCl)cn2n1 (stereo not drawn)	-0.4	1483	-5	1	8	0.55	1.1	7	2	-9	-2
COC(=O)C1=C(O)CSC1=Nc1ccccc1	0.2	1538	9	7	-17	0.094	0.9	-6	.	-2	-4
CCOc1ccc(NC(=O)CN(C)S(=O)(=O)c2cnc[nH]2)cc1	0.0	1635	-4	4	-2	1.2	1	3	1	-1	8
Cc1ccc(CNc2oc(-c3ccco3)nc2C#N)cc1	3.1	1465	1	4	2	.	1	-2	-10	2	-4
CC1CCC(=C(C#N)c2nc(-c3cc4ccccc4oc3=O)cs2)CC1 (stereo not drawn)	-0.2	1385	3	-3	8	.	1	-3	.	8	7
CCS(=O)(=O)N1CCCC(C(=O)NCc2cccc(OC)c2)C1 (stereo not drawn)	-0.5	1660	7	6	9	-0.16	0.9	14	12	-9	7
Cc1ccc2nc(NC(=O)Cn3nc(C)c([N+](=O)[O-])c3C)sc2c1	0.2	1392	13	0	4	.	0.9	-2	-10	69*	-4
Cc1ccc(NC(=O)Nc2ccccc2)cc1[N+](=O)[O-]	-0.3	1547	10	2	-4	-0.62	0.9	7	26	-8	-3
O=C(CNC(=O)c1ccco1)NCC(=O)OCc1cccc(C(=O)Oc2ccccc2)c1	0.9	1445	1	3	-4	.	1	3	-17	22	-4
CNc1nc(C23CC4CC(CC(C4)C2)C3)cs1	1.3	1526	9	-1	3	0.62	0.9	5	18	13	2
CCc1ccc(NC(=O)Cn2nnc(C(=O)NCc3cccs3)c2N)cc1	-0.5	1630	-11	4	-2	-0.55	1.1	7	1	-9	9
COc1ccc(C2c3c(ncn(CCN4CCOCC4)c3=N)Oc3ccc4ccccc4c32)cc1OC (stereo not drawn)	1.0	1549	-4	10	3	.	1	2	.	100*	8
CCn1cc(/C=N\NC(=O)c2ccc(Cl)cc2)cn1	-0.3	1359	-3	-1	2	0.19	1	-1	6	-2	-13
C/C(=N\OCC(=O)Nc1nc2ccccc2s1)c1ccccc1	0.4	1563	-9	1	-11	-0.6	1.1	-8	-4	44	0

Reformatted: twelve of the compounds above.
canonical_smiles | Redox H2O2 prof | TR-FRET SRC-2 ct | bIAP inh | PPARg SRC-3 ag | TLR4-MyD88 BLA | ROMK primary | bIAP act | PPARg SRC-2 ag | S1P3 antag | L major viab | PPARg SRC1 recr
CCOc1ccc(NC(=O)CN(C)S(=O)(=O)c2cnc[nH]2)cc1 | 0.0 | 1635 | -4 | 4 | -2 | 1.2 | 1 | 3 | 1 | -1 | 8
Cc1ccc(CNc2oc(-c3ccco3)nc2C#N)cc1 | 3.1 | 1465 | 1 | 4 | 2 | . | 1 | -2 | -10 | 2 | -4
CC1CCC(=C(C#N)c2nc(-c3cc4ccccc4oc3=O)cs2)CC1 (stereo not drawn) | -0.2 | 1385 | 3 | -3 | 8 | . | 1 | -3 | . | 8 | 7
CCS(=O)(=O)N1CCCC(C(=O)NCc2cccc(OC)c2)C1 (stereo not drawn) | -0.5 | 1660 | 7 | 6 | 9 | -0.16 | 0.9 | 14 | 12 | -9 | 7
Cc1ccc2nc(NC(=O)Cn3nc(C)c([N+](=O)[O-])c3C)sc2c1 | 0.2 | 1392 | 13 | 0 | 4 | . | 0.9 | -2 | -10 | 69* | -4
Cc1ccc(NC(=O)Nc2ccccc2)cc1[N+](=O)[O-] | -0.3 | 1547 | 10 | 2 | -4 | -0.62 | 0.9 | 7 | 26 | -8 | -3
O=C(CNC(=O)c1ccco1)NCC(=O)OCc1cccc(C(=O)Oc2ccccc2)c1 | 0.9 | 1445 | 1 | 3 | -4 | . | 1 | 3 | -17 | 22 | -4
CNc1nc(C23CC4CC(CC(C4)C2)C3)cs1 | 1.3 | 1526 | 9 | -1 | 3 | 0.62 | 0.9 | 5 | 18 | 13 | 2
CCc1ccc(NC(=O)Cn2nnc(C(=O)NCc3cccs3)c2N)cc1 | -0.5 | 1630 | -11 | 4 | -2 | -0.55 | 1.1 | 7 | 1 | -9 | 9
COc1ccc(C2c3c(ncn(CCN4CCOCC4)c3=N)Oc3ccc4ccccc4c32)cc1OC (stereo not drawn) | 1.0 | 1549 | -4 | 10 | 3 | . | 1 | 2 | . | 100* | 8
CCn1cc(/C=N\NC(=O)c2ccc(Cl)cc2)cn1 | -0.3 | 1359 | -3 | -1 | 2 | 0.19 | 1 | -1 | 6 | -2 | -13
C/C(=N\OCC(=O)Nc1nc2ccccc2s1)c1ccccc1 | 0.4 | 1563 | -9 | 1 | -11 | -0.6 | 1.1 | -8 | -4 | 44 | 0

New compounds follow:
SMILES	Redox H2O2 prof	TR-FRET SRC-2 ct	bIAP inh	PPARg SRC-3 ag	TLR4-MyD88 BLA	ROMK primary	bIAP act	PPARg SRC-2 ag	S1P3 antag	L major viab	PPARg SRC1 recr
CCN1CCN(C(c2cccs2)C(C)NC(=O)c2ccco2)CC1 (stereo not drawn)	-0.8	1613	-2	10	4	1.2	1	4	-6	10	1
O=C(CCC(=O)c1cccs1)NCc1ccccc1	0.2	1286	-4	-2	-7	.	1	12	-29	-11	0
CCOc1ccc(N(CC(=O)N2CCC(Cc3ccccc3)CC2)S(C)(=O)=O)cc1	-0.1	1561	-14	1	-10	-0.24	1.1	3	3	-3	4
Cc1nnc(SCC(=O)Nc2sc3c(c2C(N)=O)CCCC3)[nH]c1=O	-4.5	1539	2	-2	6	.	1	0	.	-5	4
CCC(=O)O[C@]1(C(=O)CCl)[C@@H](C)C[C@H]2[C@@H]3CCC4=CC(=O)C=C[C@]4(C)[C@@]3(F)[C@@H](O)C[C@@]21C	0.1	1343	12	-5	-10	.	0.9	0	-7	45	-5
CC(C(=O)NCc1ccccn1)c1ccc([N+](=O)[O-])cc1 (stereo not drawn)	-0.4	1429	-6	-5	9	0.066	1.1	-9	-11	-1	-1
CC1CCCN(C(=O)C2CCN(CC(C)c3ccccc3)CC2)C1 (stereo not drawn)	0.8	1413	-12	-14	2	-0.55	1.1	-2	.	1	-4
CCCn1c(SCC(=O)c2ccc3c(c2)OCCO3)nnc1-c1ccco1	0.6	1563	1	2	10	.	1	5	-15	-2	8
CCOc1ccc2nc3c(cc2c1)CN(CCCO)C(=NCCOC)S3	-0.4	1619	1	1	4	.	1	7	2	9	18
Cc1cc2nccc(-c3cccnc3)n2n1	-0.4	1622	-11	1	-5	-0.56	1.1	1	-20	-1	3
C/C=C/C=C/C(=O)OCC(=O)Nc1ccc(Cl)cc1	-2.7	1712	7	5	-4	-0.016	0.9	1	3	1	7
Cc1c(Cl)cccc1NC(=S)NCc1ccccc1	-3.1	1619	.	-2	-12	.	.	-6	.	72*	-9
CCOc1cc(C2NC(=O)NC(c3ccccc3)=C2C(C)=O)ccc1OC(C)=O (stereo not drawn)	-0.2	1519	-8	-7	-11	0.0075	1.1	0	11	-4	-1
O=C(N/N=C/c1ccc(Cl)cc1)c1cc2c(s1)-c1ccccc1CC2	3.3	1435	18	2	0	.	0.8	4	.	-6	2
COc1ccc(NC(=S)Nc2ccc3nc(C)c(C)nc3c2)cc1	-6.8	1451	9	15	2	0.25	0.9	11	.	1	4
COc1ccc(NC(=O)C(c2ccc(C)cc2)N(C)C(=O)c2cnccn2)cc1 (stereo not drawn)	-2.4	1535	8	-2	-1	.	0.9	5	.	-6	5
COc1cccc(OC)c1OCCOCCn1cnc2ccccc2c1=O	0.3	1681	2	5	-6	0.88	1	-2	-7	-4	3
CCOC(=O)c1c(C)[nH]sc1=S	0.2	2727*	3	70*	4	0.73	1	58*	.	3	40*
CCCCn1nc2cc(C(=O)NCC3CC3)ccc2c1OCC	-4.0	1536	5	-5	19	.	1	1	.	-5	0
COc1ccc(-c2csc3ncn(-c4cccc(C)c4)c(=O)c23)cc1OC	0.4	1671	0	7	-1	0.0024	1	10	-8	4	2
CC1CCCCN1C(=O)Nc1ccccc1Cl (stereo not drawn)	-0.2	1337	2	-4	3	-0.71	1	-9	2	-5	-4
COc1ccc2nc(SCC(=O)Nc3ccccc3C)[nH]c2c1	1.9	1535	-8	6	5	.	1.1	-4	.	6	4
COc1ccc(CSc2nnc(NC(C)=O)s2)cc1[N+](=O)[O-]	-0.6	1528	7	0	1	0.33	0.9	-2	-3	-10	0
Cc1ccc(C(=O)NNC(=O)CNc2cccc(Cl)c2)cc1	-0.6	1235	-10	-1	-10	-1.1	1.1	-3	-10	-8	-4
Cc1ccc(S(=O)(=O)c2cc3c(=O)n4ccccc4nc3n(C)c2=N)cc1	-2.2	1363	5	-4	19	1.7	1	-2	.	-3	2
CC(=O)NC(CCCN1C(=O)c2ccccc2C1=O)c1nnn(C)n1 (stereo not drawn)	-0.5	1539	11	0	-4	0.2	0.9	-5	3	-8	5
CCN(CC)c1ccc(/C=N/N2CCOCC2)c(O)c1	-0.3	1576	-6	5	1	2.1	1.1	5	-5	-13	-1
Clc1ccc(OCc2nn3c(-c4ccco4)nnc3s2)cc1	-0.7	1839	0	-3	-9	.	1	3	4	7	1
O=C(N/N=C/c1ccc(OC(F)F)cc1OC(F)F)c1ccc(Br)cc1	0.4	1498	-5	0	-12	.	1	-4	-29	6	-5
